Screening results (PubChem)
PrPC surface inh: inhibitors of human cell surface prion protein PrPC; P04156; inhibition, % at 13.8 µM; AID 720596; TR-FRET read-out; hit rate 0.43% among 370,000; in the data active = inhibition above about 24%; also: 0% = median of the test wells and 100% = reference compound wells
UGM FP inh: inhibitors of M. tuberculosis UDP-galactopyranose mutase; P9WIQ1; purified UGM, fluorescence polarization probe displacement; inhibition, % at 10 µM; hit rate 0.06% among 320,000; in the data active = inhibition above about 10%, passing the limit was not always enough; inconclusive = no clear call, values can overlap the other calls
MazF activator: increases E. coli MazEF RNase cleavage of RNA; activation, % at 20 µM; FAM/BHQ RNA-DNA oligo cleavage fluorescence, 5 h; P0AE70; hit rate 0.32% among 350,000; AID 504720; in the data active = activation above about 50%
Target sequence (P0AE70 whole entry, looked up): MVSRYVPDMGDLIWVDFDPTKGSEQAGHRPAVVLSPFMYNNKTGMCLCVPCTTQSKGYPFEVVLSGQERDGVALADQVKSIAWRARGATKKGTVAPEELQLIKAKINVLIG
FadD28 FP inh: blocks FadD28 binding to the bisubstrate probe | fluorescence polarization | inhibition, % at 12.5 µM | hit rate 0.22% among 360,000; in the data active = inhibition above about 8.5%, passing the limit was not always enough; inconclusive = no clear call, values can overlap the other calls
BoNT-F LC inh: inhibitors of Botulinum neurotoxin F light chain protease; Multiplex microsphere protease cleavage assay, flow cytometry; inhibition, % at 10 µM; hit rate 0.22% among 360,000; in the data active = inhibition above about 35%, passing the limit was not always enough; inconclusive = no clear call, values can overlap the other calls; also: plate controls were buffer without enzyme for full effect and enzyme alone for no effect
Rv3671c protease: Rv3671c (M. tuberculosis) protease inhibition. P9WHR9. inhibition, % at 5.96 µM. hit rate 0.048% among 320,000; in the data active = inhibition above about 38%;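 also: extracellular domain of Rv3671c used as enzyme; 0% = enzyme with DMSO and 100% = no enzyme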
Target sequence (P9WHR9 whole entry, looked up, the tested form may be a part): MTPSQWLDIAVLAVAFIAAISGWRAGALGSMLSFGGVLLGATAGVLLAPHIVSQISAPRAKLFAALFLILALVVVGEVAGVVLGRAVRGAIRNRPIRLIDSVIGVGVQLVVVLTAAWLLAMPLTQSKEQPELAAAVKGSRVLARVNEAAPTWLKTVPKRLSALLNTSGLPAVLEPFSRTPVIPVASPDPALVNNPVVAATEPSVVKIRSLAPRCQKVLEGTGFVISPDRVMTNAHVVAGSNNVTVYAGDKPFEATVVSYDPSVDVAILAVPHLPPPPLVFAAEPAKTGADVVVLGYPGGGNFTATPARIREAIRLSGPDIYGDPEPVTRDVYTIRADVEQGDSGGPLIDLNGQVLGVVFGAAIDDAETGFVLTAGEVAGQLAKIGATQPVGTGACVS
FBA Mtb inh: inhibitors of M. tuberculosis fructose-bisphosphate aldolase. P9WQA3. purified M. tuberculosis FBA, fluorescence read-out. inhibition, % at 1 µM. hit rate 2.3% among 360,000; in the data active = inhibition above about 27%;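 also: 0% = vehicle and 100% = reference inhibitor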
Target sequence (P9WQA3 whole entry, looked up): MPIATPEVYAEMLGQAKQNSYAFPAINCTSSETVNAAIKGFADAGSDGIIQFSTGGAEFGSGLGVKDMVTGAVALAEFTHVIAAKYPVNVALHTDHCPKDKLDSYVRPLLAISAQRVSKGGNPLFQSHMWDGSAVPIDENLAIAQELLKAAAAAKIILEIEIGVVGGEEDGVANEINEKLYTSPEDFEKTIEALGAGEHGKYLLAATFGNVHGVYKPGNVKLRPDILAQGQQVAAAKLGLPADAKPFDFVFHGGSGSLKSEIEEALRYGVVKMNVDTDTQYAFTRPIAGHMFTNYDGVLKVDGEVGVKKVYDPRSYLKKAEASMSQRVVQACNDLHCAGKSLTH
GDH-TPI inh: counter-screen for M. tuberculosis FBA inhibitors: GDH-TPI coupled enzymes; GDH-TPI coupled enzyme counterscreen, NADH absorbance; inhibition, % at 4.8 µM; hit rate 1.2% among 360,000; AID 588335; in the data active = inhibition above about 30%;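 also: 0% = DMSO wells and 100% = wells lacking the enzyme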
BioA inh: blocks M. tuberculosis BioA enzyme activity; inhibition, % at 9.99 µM; hit rate 0.096% among 360,000; purified M. tuberculosis BioA enzyme, plate reader; AID 602481; in the data active = inhibition above about 40%; inconclusive = no clear call, values can overlap the other calls
* marks the source's active call; other numbers are inactive results; ? = inconclusive; . = no result given; & = joins results of further samples.

SMILES | PrPC surface inh | UGM FP inh | MazF activator | FadD28 FP inh | BoNT-F LC inh | Rv3671c protease | FBA Mtb inh | GDH-TPI inh | BioA inh
CCCCn1c(N)c(N(CC)C(=O)CSCC(=O)Nc2ccc(OC)cc2)c(=O)[nH]c1=O | -6.4 | -1.3 | 1.4 | -3.2 | -37.4 | 4.1 | -0.6 | -3.6 | -0.7
CCC(CO)Oc1cc(NCc2ccccc2C(F)(F)F)c2ncn(C(C)C)c2c1 (stereo unspecified) | -10.2 | 0.7 | 1.8 | -1.4 | -4.5 | 3.8 | 1.4 | 7.8 | -0.2
Cc1ccc(CS(=O)(=O)Cc2ccc(C(=O)NCc3cccs3)o2)cc1 | 5.1 | -0.7 | -1.3 | -3.4 | -0.5 | 0.1 | -2.5 | 11.1 | 0.2
COc1ccc(/C(O)=C2/C(=O)C(=O)N(CCN(C)C)C2c2ccc(OC)c(OC)c2)c(C)c1 (stereo unspecified) | 5.8 | 0.4 | -4.4 | -1.0 | 2.3 | -4.2 | -0.6 | 6.9 | .
Oc1ccccc1N1CCN(C(=S)Nc2ccc(SC(F)F)cc2)CC1 | -6.1 | 1.5 | -27.9 | -0.7 | -5.4 | 0.8 | 1.6 | -0.3 | .
Cc1cc(C)cc(NC(=O)Nc2cc(S(=O)(=O)N(C)C)ccc2C)c1 | 2.1 | 0.3 | -7.8 | -1.8 | -5.5 | -11.5 | -0.7 | -5.9 | -1.3
O=C(COC(=O)c1ccccc1NCCO)NCC1CCCCC1 | -0.5 | 2.2 | 9.1 | -0.5 | 5.1 | -1.9 | 71.2* | 7.0 | -1.2
Brc1ccc(-n2cc(-c3ccccc3)c3c(NN4CCOCC4)ncnc32)cc1 | -5.0 | -0.2 | 31.0 | -0.6 | 6.7 | -13.1 | 0.7 | -7.3 | 4.5
Cc1cc(C(=O)NC2CCN(Cc3ccccc3)CC2)n[nH]1 | 3.4 | -0.7 | -1.6 | -1.0 | -0.1 | -0.3 | 0.1 | 7.8 | -1.2
CN(Cc1cccc([N+](=O)[O-])c1)Cc1cccc2ccccc12 | 6.1 | 0.7 | -21.8 | ? | ? | . | 7.8 | 14.4 | 0.1
CCOc1ccc(CCNC(=O)Cn2cccc2C(=O)c2ccccc2)cc1OCC | -4.7 | -1.2 | -8.0 | -2.2 | -4.1 | 3.1 | 5.8 | -3.3 | .
COc1ccc2oc(C(=O)NCCC(C)C)c(C)c2c1 | 4.5 | -1.9 | -5.1 | -0.1 | -2.9 | 3.5 | 21.9 | 7.6 | -1.9
Cc1cc(C)c2c(c1)-c1c(ssc1=S)C(C)(C)N2C(=O)CN1C(=O)c2ccccc2C1=O | -1.7 | -0.6 | -1.7 | -1.0 | -12.0 | 4.4 | -1.4 | 21.5 | -2.2
Cc1ccc(-c2nnn(CC(=O)N(c3ccccc3)C(C(=O)NC3CCCC3)c3ccco3)n2)o1 (stereo unspecified) | 3.7 | -1.4 | -9.6 | -2.9 | -2.3 | -8.1 | 2.5 | -2.1 | 1.7
Cc1ccccc1NC(=S)N(C)C1(c2ccccc2Cl)CCCCC1=O (stereo unspecified) | -5.0 | -6.4 | 1.9 | -1.8 | 0.1 | 3.4 | -0.3 | -3.1 | -0.2
Cc1n[nH]c(=O)nc1N1CCN(c2ccccc2)CC1 | -4.1 | 0.3 | 14.2 | -2.1 | 0.9 | 7.0 | -1.0 | 8.7 | -0.1
CCOC(=O)c1ccc(NC(=O)c2ccc(CN3CCOCC3)cc2)cc1 | 2.5 | 0.3 | 1.8 | -1.1 | 4.0 | -7.3 | 1.9 | 4.9 | 0.6
O=C(CSc1cccc[n+]1[O-])NC(=O)c1ccc(OC(F)F)cc1 | -3.4 | -0.4 | -6.0 | 1.2 | -6.0 | 3.5 | 2.2 | -3.1 | .
CC(C)Nc1nc2c(c(=O)n(C)c(=O)n2C)n1C | -6.0 | -0.7 | 9.8 | -1.8 | 5.6 | -1.8 | -2.8 | 5.3 | -0.9
C=CCNCCOCCSc1ccc(Cl)cc1 | 1.1 | -1.9 | 8.0 | -2.2 | 1.7 | 7.0 | -2.5 | -4.8 | 2.6
CC1(C)OC(=O)N(CCC(=O)Nc2cccc(F)c2)C1(C)O (stereo unspecified) | 3.2 | 1.4 | -5.6 | -1.4 | 0.7 | -11.4 | -3.0 | 2.5 | -2.5
N=C1C(c2ccccc2)=C(O)CN1NC(=O)c1ccccc1 | -7.3 | 0.0 | 9.1 | -1.4 | 2.5 | -7.0 | -0.3 | 4.7 | .
Cn1nnnc1SCc1ccc(C(=O)Nc2ccc(Br)cc2)cc1 | 14.2 | -0.4 | -5.3 | 0.4 | -5.3 | -3.8 | -1.7 | 6.3 | 1.3
CCOc1ccc(-n2c(Cc3cc(=O)[nH]c(=O)[nH]3)nnc2SC(C)C)cc1 | -4.4 | 2.2 | 3.7 | -0.9 | -20.3 | -12.8 | -5.1 | 17.4 | 1.9
Cn1c(=O)[nH]c(=O)c2c1nc(Br)n2CC(O)c1ccccc1 (stereo unspecified) | 3.7 | 0.3 | 2.2 | -1.0 | -1.9 | 11.3 | 9.3 | -4.5 | -1.2
SMILES | PrPC surface inh | UGM FP inh | MazF activator | FadD28 FP inh | BoNT-F LC inh | Rv3671c protease | FBA Mtb inh | GDH-TPI inh | BioA inh
CC(C)CC1C(C#N)=C(N)Oc2n[nH]c(-c3cccs3)c21 (stereo unspecified) | 7.0 | 2.7 | -4.9 | -3.2 | 3.5 | -5.3 | 6.7 | 21.5 | 14.2
O=C(O)CCCCCCCCCC[n+]1ccccc1 | -0.5 | 0.1 | 3.4 | 0.1 | 11.4 | 2.4 | 0.9 | 1.3 | -0.8
CC1(C(=O)O)COC(c2ccc(Cl)cc2)OC1 (stereo unspecified) | -7.2 | -0.7 | 15.7 | -2.3 | -5.0 | -0.8 | -6.9 | -18.5 | 0.1
C=C(C)Cn1c(=O)c2c(nc3n2CCCN3Cc2ccccc2)n(C)c1=O | -3.9 | -3.6 | 10.3 | 1.1 | 0.7 | 0.9 | -0.6 | 5.2 | 10.4
COCCn1c(SC(C)C(=O)NC2CCCCC2C)nc2ccccc2c1=O (stereo unspecified) | . | 4.4 | -0.4 | 0.2 | 9.3 | -2.1 | 3.2 | 0.3 | -0.9
COc1cccc(CN(C)C(=O)CCC(=O)c2cc(Br)ccc2OC)c1 | 2.9 | -0.7 | -16.5 | -3.2 | 2.8 | 4.6 | -1.5 | 25.2 | -2.9
CN(C)CCC1c2ccc(Cl)cc2CCc2cccnc21 (stereo unspecified) (tested in a mixture with another compound) | -3.5 | 0.1 | -13.0 | -4.6 | -12.2 | -13.5 | -0.7 | -6.3 | 2.4
CSCCC(NC(=O)c1ccccc1C)C(=O)O (stereo unspecified) | 0.3 | 0.3 | -1.9 | -4.4 | 1.5 | 5.6 | 2.3 | 6.9 | -1.3
CN(CC(=O)Nc1cccc(F)c1)C(=O)c1cc([N+](=O)[O-])ccc1N1CCCCC1 | -3.1 | -0.5 | -1.9 | -1.7 | -2.3 | -5.1 | -2.5 | 6.3 | 1.1
CC(C)(C)c1ccc(-c2ccc3c(c2)S(=O)(=O)c2ccccc2C3=O)cc1 | 6.1 | 0.7 | -7.1 | -1.8 | 1.2 | -10.9 | -1.9 | -1.7 | -1.4
C/C(=C\c1ccccc1F)C(=O)c1c(C)cc(C)[nH]c1=O | -6.0 | 0.4 | 2.5 | 0.0 | 21.5 | -11.6 | 2.9 | 12.4 | -0.2
c1ccc(Nc2nc(N3CCCCC3)nc(N3CCCCC3)n2)cc1 | 6.3 | -0.6 | -3.9 | -2.0 | 8.9 | -6.0 | 0.1 | 1.9 | -0.4
CCOC(=O)C1CCC(C(=O)OCC)N1c1ccc(C=O)cc1 (stereo unspecified) | 4.8 | . | 4.9 | -0.1 | -32.7 | . | 2.0 | 32.7* | -2.4
O=C(COC(=O)/C=C/c1cccs1)Nc1cccc(S(=O)(=O)N2CCOCC2)c1 | 1.6 | . | 4.6 | 0.2 | 1.7 | 2.6 | 1.7 | 4.3 | -1.7
C[C@]12CC[C@H]3[C@@H](CCC4=CC(=O)CC[C@@H]43)[C@@H]1CC[C@@H]2O | 1.5 | . | 3.6 | 0.0 | 3.5 | 2.1 | 2.1 | -0.5 | -0.9
O=C(N/N=C/c1cc2c(cc1[N+](=O)[O-])OCO2)c1ccc2c(c1)OCO2 | -16.8 | -3.0 | 10.1 | . | -18.8 | 0.3 | -0.2 | -4.4 | .
Cc1ccc(N=C2NC(=O)/C(=C/c3cccnc3)S2)c(C)c1 | 1.7 | 0.2 | -2.6 | -2.5 | 3.3 | -1.9 | -1.2 | 33.2* | .
N=c1ccn2c(n1)O[C@H]1[C@@H](CO)[C@H](O)O[C@H]12 | -0.1 | -3.6 | 5.6 | -0.4 | 4.1 | -4.1 | 6.5 | 8.8 | -0.7
O=[N+]([O-])c1ccc(/C=N/Nc2ncccc2[N+](=O)[O-])s1 | -12.8 | 2.4 | -4.1 | -0.7 | -11.0 | -2.3 | -2.0 | -1.5 | -2.0
Cc1ccc(C(=O)NC2CCC(C)CC2)s1 (stereo unspecified) | -3.5 | -0.5 | 5.3 | -1.2 | -5.4 | 6.8 | 4.5 | 1.4 | .
CN1CCN(C(=O)Nc2ccc([N+](=O)[O-])cc2)CC1 | 3.1 | 0.9 | 0.5 | -2.0 | -5.2 | 3.1 | -3.8 | 16.1 | 15.0
Cc1cc(NS(=O)(=O)c2ccc(NC(=O)c3oc4ccccc4c3C)cc2)no1 | 6.5 | -2.3 | -9.9 | -4.8 | -0.6 | -1.9 | 1.3 | 15.7 | 6.3
Cc1cc(C)cc(OCc2nnc(SCC(=O)OC(C)C)o2)c1 | -2.9 | 2.0 | -7.7 | -0.3 | 1.2 | 10.9 | -0.5 | -2.1 | .
Cc1cc(C)n(-c2ccc(NC(=O)C3CCN(Cc4ccccn4)CC3)cc2)n1 | -0.9 | 3.7 | -4.3 | -1.4 | -2.4 | 0.8 | 1.0 | 6.9 | -2.6
COc1cccc(C(=O)NN2c3ccccc3CCc3ccccc32)c1 | -0.2 | -0.5 | 0.0 | -2.0 | 6.3 | 0.7 | 2.1 | 9.3 | -0.8
SMILES | PrPC surface inh | UGM FP inh | MazF activator | FadD28 FP inh | BoNT-F LC inh | Rv3671c protease | FBA Mtb inh | GDH-TPI inh | BioA inh
C[C@@H]1CN([C@@H](C)CO)C(=O)CCCn2nncc2CO[C@@H]1CN(C)C(=O)Nc1ccccc1 | 2.7 | . | 3.7 | 0.1 | 0.2 | . | 1.2 | 18.6 | -6.3&-1.2
Cc1ccc(CNC(=O)CSc2nnc3c(n2)[nH]c2ccccc23)cc1 | 9.7 | 1.7 | 13.0 | -1.7 | -18.0 | -6.0 | 1.3 | 0.0 | -1.4
Cc1ccc(S(=O)(=O)NCc2cccnc2)s1 | 0.5 | 3.0 | -2.0 | -4.1 | -1.5 | 8.4 | -2.7 | -6.8 | .
Nc1nc(SCc2ccccc2Cl)c2ncn(C3OC(CO)C(O)C3O)c2n1 (stereo unspecified) | -3.1 | . | 2.1 | -2.2 | 0.9 | . | -1.0 | 13.2 | 3.3
CCCc1cc(=O)[nH]c(Nc2cc(OC)ccc2OC)n1 | 0.3 | -2.0 | 8.7 | 1.3 | -5.6 | 6.3 | 3.2 | 10.8 | .
CCN(CC)S(=O)(=O)c1cc(NC(=O)CSc2nccn2C)ccc1C | -1.5 | -2.2 | 0.2 | -0.6 | -7.9 | -2.5 | 0.1 | 0.0 | .

Structural class, those above containing bromine (four)
SMILES | PrPC surface inh | UGM FP inh | MazF activator | FadD28 FP inh | BoNT-F LC inh | Rv3671c protease | FBA Mtb inh | GDH-TPI inh | BioA inh
Brc1ccc(-n2cc(-c3ccccc3)c3c(NN4CCOCC4)ncnc32)cc1 | -5.0 | -0.2 | 31.0 | -0.6 | 6.7 | -13.1 | 0.7 | -7.3 | 4.5
Cn1nnnc1SCc1ccc(C(=O)Nc2ccc(Br)cc2)cc1 | 14.2 | -0.4 | -5.3 | 0.4 | -5.3 | -3.8 | -1.7 | 6.3 | 1.3
Cn1c(=O)[nH]c(=O)c2c1nc(Br)n2CC(O)c1ccccc1 (stereo unspecified) | 3.7 | 0.3 | 2.2 | -1.0 | -1.9 | 11.3 | 9.3 | -4.5 | -1.2
COc1cccc(CN(C)C(=O)CCC(=O)c2cc(Br)ccc2OC)c1 | 2.9 | -0.7 | -16.5 | -3.2 | 2.8 | 4.6 | -1.5 | 25.2 | -2.9
